FBW7 activator – FBW7 E3 ligase activators, primary screen, biochemical, AlphaScreen, human; F-box/WD repeat-containing protein 7 (Homo sapiens), Q969H0; AlphaScreen FBW7–phospho-cyclin E peptide binding, activator screen; AID 1259310, 2017; hit rate 0.13% among 650,000; normalized activity (activation), % at 26.1 µM; in the data active = normalized activity above about 1.9%;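 note: purified mutant Fbw7 with reduced substrate affinity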
Target sequence (Q969H0 whole entry, looked up): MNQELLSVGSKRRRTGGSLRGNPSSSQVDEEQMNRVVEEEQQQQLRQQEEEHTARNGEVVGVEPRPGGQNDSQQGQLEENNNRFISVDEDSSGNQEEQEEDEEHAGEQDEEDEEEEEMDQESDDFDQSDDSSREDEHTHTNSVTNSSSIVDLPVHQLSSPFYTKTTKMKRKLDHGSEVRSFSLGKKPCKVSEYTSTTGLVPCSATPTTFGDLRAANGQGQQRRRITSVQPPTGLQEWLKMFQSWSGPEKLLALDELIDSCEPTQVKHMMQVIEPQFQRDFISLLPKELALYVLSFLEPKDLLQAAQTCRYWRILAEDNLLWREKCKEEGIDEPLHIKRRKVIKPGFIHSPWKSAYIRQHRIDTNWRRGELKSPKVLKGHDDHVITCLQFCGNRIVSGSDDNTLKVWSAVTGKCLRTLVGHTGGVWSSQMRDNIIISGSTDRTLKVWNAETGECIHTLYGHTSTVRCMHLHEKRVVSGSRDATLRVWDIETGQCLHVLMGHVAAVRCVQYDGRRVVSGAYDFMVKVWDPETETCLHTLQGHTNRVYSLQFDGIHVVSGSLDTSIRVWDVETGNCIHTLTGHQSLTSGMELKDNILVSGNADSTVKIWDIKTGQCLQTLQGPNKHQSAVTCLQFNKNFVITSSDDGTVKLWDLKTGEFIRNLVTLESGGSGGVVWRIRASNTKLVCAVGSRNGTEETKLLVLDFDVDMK
MITF primary – MITF inhibitors, primary screen, biochemical, AlphaScreen, human | Microphthalmia-associated transcription factor (Homo sapiens), O75030 | AlphaScreen MITF homodimerization, bead proximity signal | inhibition, % at 2.6 µM | hit rate 0.91% among 650,000 | AID 1259374, 2018; in the data active = inhibition above about 50%;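 note: 0% = vehicle wells with protein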
TEAD-YAP inh – TEAD-YAP interaction inhibition, primary screen, TEAD-YAP interaction inhibitor project, luminescence, HEK-TIYL cells. TEAD-Gal4/YAP UAS-luciferase luminescence. inhibition, % at 9.12 µM. hit rate 1.4% among 640,000. AID 1259422, 2018; in the data active = inhibition above about 32%;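 note: 0% = median of test compound wells and 100% = reference inhibitor wells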
GPR151 ag – activators of human GPR151, primary screen, cell-based, PathHunter beta-arrestin, luminescence; activation, % at 11.2 µM; AID 1508602, 2020; hit rate 1% among 650,000; G-protein coupled receptor 151 (Homo sapiens), Q8TDV0; PathHunter beta-arrestin GPR151 cells; in the data active = activation above about 4.9%;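 note: 0% = median of compound wells and 100% = cells with positive control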
An asterisk follows results filed as active.

SMILES	FBW7 activator	MITF primary	TEAD-YAP inh	GPR151 ag
COc1ccc(C2Nn3c(C)nnc3SC2C(=O)N2CCOCC2)cc1 (centres undefined)	0.0	12	8	-0.2
O=C(CSCc1ccc(CSCC(=O)Nc2ccc3ccccc3c2)cc1)Nc1ccc2ccccc2c1	-0.1	3	2	-0.3
O=C1c2ccccc2C(=O)C1C1=Nc2ccccc2NC(c2ccccc2)C1 (centres undefined)	0.0	6	-1	-0.2
O=C(CC1SCCNC1=O)Nc1ccc(Cl)cc1 (centres undefined)	0.2	-3	-43	0.2
CCOc1ccc(C(=O)N(C)C2CCS(=O)(=O)C2)cc1 (centres undefined)	-0.2	-3	5	-0.7
O=C(O)C1CC=C(Cl)CC1C(=O)Nc1ccc(Br)cc1 (centres undefined)	-0.1	0	4	1.3
COc1ccc(Cc2nnc(SCC(=O)NCCc3ccccc3)o2)cc1	0.2	17	6	-0.8
Nn1c(SCC(=O)Nc2ccc(S(N)(=O)=O)cc2)nnc1-c1cccnc1	-0.1	-6	-11	-1.9
O=[N+]([O-])c1cccc(/C=N/Nc2nnnn2-c2ccccc2)c1	-0.1	11	6	-0.3
FC(F)(F)c1ccc(Nc2cc(NC3CC3)ncn2)cc1	0.1	11	-28	0.7
O=C(Nc1cccc([N+](=O)[O-])c1)c1ccc(S(=O)(=O)N2CCCC2)cc1	0.0	2	-1	0.3
CC(=O)N1N=C(c2cccc(Cl)c2)OC12CCCC2	0.0	3	6	0.5
CCc1ccc(NC(=O)Cn2cnc3c(N)ncnc32)cc1	0.0	0	4	0.9
CCSc1nnc(C2CCN(C(=O)N3CCOCC3)CC2)n1C	0.3	7	5	-0.9
COc1ccc(C2C(C(=O)OC3CCCC3)=C(C)NC3=C2C(=O)CCC3)cc1 (centres undefined)	-0.2	5	-1	2.3
O=C(CC(NS(=O)(=O)c1ccc(Cl)cc1)c1ccco1)N1CCC2(CC1)OCCO2 (centres undefined)	0.6	15	-5	-0.4
CCOC(=O)c1c(NC(=O)c2cccnc2Cl)sc2c1CCCC2	0.5	6	11	-0.6
COc1cc(/C=C/C(=O)OCC(=O)c2ccc(Cl)s2)cc(OC)c1OC	-0.1	0	6	1.4
C/C(=N\Nc1nc2ccccc2s1)C1=C(O)c2ccccc2C1=O	-0.1	2	-31	1.0
CCOC(=O)C1=C(C)Nc2ncnn2C1c1ccc(OC(F)F)cc1 (centres undefined)	-0.4	0	0	0.4
O=C(COC(=O)c1cc(=O)c2ccccc2o1)NCc1ccc(Cl)cc1	0.4	52*	11	-1.0
O=C(Nc1cccc(-c2nc3ncccc3o2)c1)c1ccc([N+](=O)[O-])cc1Cl	-0.1	-2	6	-0.1
Cc1ncc(C[n+]2csc(CCOC(=O)c3ccccc3)c2C)c(N)n1	-0.1	-1	1	-0.2
COc1ccc(C2=C/C(=C/c3ccccc3F)C(=O)O2)cc1	0.1	-4	-30	-0.2

One compound at a time, from the list above.
Entry for O=C(Nc1cccc(-c2nc3ncccc3o2)c1)c1ccc([N+](=O)[O-])cc1Cl = FBW7 activator: -0.1; MITF primary: -2; TEAD-YAP inh: 6; GPR151 ag: -0.1
Entry for C/C(=N\Nc1nc2ccccc2s1)C1=C(O)c2ccccc2C1=O = FBW7 activator: -0.1; MITF primary: 2; TEAD-YAP inh: -31; GPR151 ag: 1.0

The listing continues.
SMILES	FBW7 activator	MITF primary	TEAD-YAP inh	GPR151 ag
CCOC(=O)c1c(NC(C)=O)sc2c1CCCC2	0.0	5	-8	1.5
Cc1cn2c3ccccc3n(CCN3CCOCC3)c2n1	-0.1	-6	-3	-0.5
FC(F)Oc1ccccc1Nc1nc(Cl)nc(Cl)n1	-0.2	5	2	2.6
O=C(N[C@H]1CC[C@H](C(=O)Nc2ccc3[nH]ncc3c2)C1)C(O)c1ccc(F)cc1F (some centres undefined)	0.6	17	-6	-0.5
N#CC1=C(N)OC2=C(C(=O)CC(c3ccccc3)C2)C1c1ccc(O)cc1 (centres undefined)	-0.1	-7	-12	-1.3
c1ccc(COC2CCN(Cc3ccc4c(c3)CN(Cc3ccncc3)CCO4)CC2)cc1	0.0	-3	24	0.2
CC(=O)c1ccc(NC(=O)C2CCCN2C(=O)Nc2ccccc2[N+](=O)[O-])cc1 (centres undefined)	-0.2	-4	-5	0.3
COc1ccccc1/C(O)=C/C(=O)C(=O)Nc1sc2c(c1C#N)CCC2	0.6	22	32	-1.4
CCCc1nnc(NS(=O)(=O)c2ccccc2)s1	-0.1	5	0	1.5
CCOC(=O)c1cccc(C(=O)OCC)n1	-0.1	7	5	0.6
Cc1onc(-c2ccccc2)c1C1=N/C(=C\c2cccc(F)c2)C(=O)O1	0.3	11	1	0.0
CCOC(=O)c1c(O)c2cc(Cl)ccc2n(CC)c1=O	0.5	-10	1	-1.1
c1ccc(-c2nc(NCCN3CCOCC3)c3ccccc3n2)cc1	-0.1	1	9	-1.6
C#CCOC(=O)c1ccccc1C(=O)OCC(F)(F)C(F)F	-0.1	7	-2	0.6
O=C(Cn1nnc(-c2ccccc2NC(=O)c2ccccc2)n1)Nc1ccccc1	-0.1	9	-3	-0.8
O=C1NC(=O)N(c2ccc(Br)cc2)C(=O)/C1=C/c1ccc(F)cc1	-0.1	-3	-5	-0.3
O=C(NNC(=O)c1cccc(O)c1)NNC(=O)c1cccc(O)c1	0.0	-2	-1	2.0
C/C(CC(=O)Nc1cccc(C)c1)=N\NC(=O)C(=O)NCCO	-0.2	9	1	-0.3
CCOC(=O)c1c(C)nc2ccccc2c1C	0.2	6	-12	0.1
CN1CC(=O)N(CC(=O)Nc2cccc(S(=O)(=O)N3CCOCC3)c2)C1=O	0.1	8	4	0.5
COC(=O)C1=C(C)N(Cc2ccccc2)C(=O)C1(NC(=O)c1cccs1)C(F)(F)F (centres undefined)	-0.1	-7	14	-2.2
Cc1ccc(-c2csc(=Nc3ccc(F)cc3)n2Cc2ccc3c(c2)OCO3)cc1C	0.0	-2	5	0.1
C/C=C(\C)CN1CCc2nnc(CNC(=O)c3ccccc3)n2CC1	0.0	-5	-6	1.3
Cc1c(CNCCc2ccccc2)c(C(=O)O)c(C)n1Cc1c(F)cccc1Cl	-0.1	13	3	2.9
Cn1c2ccc(Br)cc2c2nnc(SCCN3CCCCC3)nc21	-0.1	-1	-7	-0.6
N/C(=N\O)c1c(O)c2ccccc2[nH]c1=O	-0.2	2	2	-1.0
CCOc1ccc(CN(C(=S)Nc2cc(Cl)ccc2C)C(CC(C)C)C(=O)O)cc1 (centres undefined)	0.0	-1	4	2.9
CCCNc1nc(N2CCC(N3CCOCC3)CC2)ncc1C	0.3	2	8	2.0
O=C(O)C1CCCN1S(=O)(=O)c1ccc2ccccc2c1 (centres undefined)	-0.2	16	-12	0.1
COc1ccc(OCc2cc(C(=O)N3CCCCC3CO)no2)c(Cl)c1 (centres undefined)	0.0	9	-42	1.4
CC(=O)Nc1ccc(Nc2cc(N3CCCCCC3)c3nonc3c2[N+](=O)[O-])cc1	0.1	-9	-12	-0.1
O=c1[nH]c(=S)[nH]c(O)c1C=Nc1ccc(S(=O)(=O)N2CCCCC2)cc1	0.0	12	7	1.4
COCCn1nnnc1C(c1cc2cc(C)c(C)cc2[nH]c1=O)N1CCN(C)CC1 (centres undefined)	0.2	20	3	-1.1
Cc1ccc(C(=O)CSc2nc(C)cc(C)c2C#N)cc1	0.3	8	-10	-1.0
COc1ccccc1NC(=O)CSc1nc2ccsc2c(=O)n1CCCC(=O)NCCc1ccccc1	0.1	-3	3	0.5
Cc1ccc(Cl)cc1NC(=O)CN(c1ccccc1Cl)S(C)(=O)=O	0.1	-2	-5	-0.4
Cc1cccc(NC(=O)N(C2=NCCC2)c2cccc(C)c2)c1	0.1	16	-31	0.6
COc1cccc(C(=O)Nc2ccccc2C(=O)OCC(=O)c2ccc(F)cc2)c1	-0.2	-8	7	-0.4
Cc1n[nH]c(C)c1CCN(C)C1CCC(=O)N(Cc2ccc(F)cc2)CC1 (centres undefined)	-0.1	-8	-6	0.5
O=C(CSc1ncccc1C(=O)N1CCC2(CC1)OCCO2)NCCc1ccccc1	-0.1	1	-2	0.6
CCOC(=O)CCCNC(=O)COC(=O)CNC(=O)c1ccc(F)cc1	0.1	3	4	2.2
O=C1CC[C@@H](CN(Cc2cccnc2)C(=O)c2cc(Cc3ccc(F)cc3)no2)N1	0.1	19	3	1.4
COc1cc(OC)c(NC(=O)c2sc3ncn(CC(=O)N4CCN(c5ccccn5)CC4)c(=O)c3c2C)cc1Cl	-0.1	-2	10	-0.3
CC(=O)N1c2ccccc2C(=O)C1Sc1nc(C)cc(C)n1 (centres undefined)	-0.1	-7	3	-0.9
C#CCN(C)C(=O)c1cnc2scc(-c3ccc(OC)cc3)n2c1=O	0.3	14	-6	-0.1
O=C(/C=C/c1cccs1)Nc1ccc(Cl)c([N+](=O)[O-])c1	0.1	4	-33	-0.6
NC(=O)CC1C(=O)N(c2ccc(Cl)cc2)C(=S)N1Cc1cccnc1 (centres undefined)	0.0	7	7	5.4*
CCOc1ccc(C(=O)CC2(O)C(=O)N(CC)c3ccccc32)cc1 (centres undefined)	-0.1	-7	-2	-2.3
CCc1nc2sccn2c(=O)c1C(=O)Nc1ccc(OC(F)(F)F)cc1	0.2	7	5	-0.3
Oc1c(Cl)cc(-c2nc3cnccn3c2NCC2CCCO2)cc1Cl (centres undefined)	0.1	-3	4	-1.3
O=C(CCCN1C(=O)c2cccc3cccc(c23)C1=O)Nc1ccccc1	-0.1	-7	-2	-0.5
O=C(Nc1ccc(-c2nc3ccccc3c(=O)o2)cc1)C1CC1	-0.1	-5	48*	-6.1
C=CCn1c(SCC(=O)NC(=O)NC(C)(C)C)nc2scc(-c3ccco3)c2c1=O	0.0	4	8	4.7
CC(=O)c1ccc(N=Cc2c(C)[nH]n(-c3ccccc3C)c2=O)cc1	-0.3	14	-58	0.7
CC(=O)c1ccc(NC(=S)NCc2ccncc2)cc1	0.9	8	9	3.5
COc1cc(C(C)=O)ccc1OCCCN1CCN(C)CC1	0.1	16	-11	-1.1

By substructure, the compounds so far containing an aryl methoxy group (12)
SMILES	FBW7 activator	MITF primary	TEAD-YAP inh	GPR151 ag
COc1ccc(C2Nn3c(C)nnc3SC2C(=O)N2CCOCC2)cc1 (centres undefined)	0.0	12	8	-0.2
COc1ccc(Cc2nnc(SCC(=O)NCCc3ccccc3)o2)cc1	0.2	17	6	-0.8
COc1ccc(C2C(C(=O)OC3CCCC3)=C(C)NC3=C2C(=O)CCC3)cc1 (centres undefined)	-0.2	5	-1	2.3
COc1cc(/C=C/C(=O)OCC(=O)c2ccc(Cl)s2)cc(OC)c1OC	-0.1	0	6	1.4
COc1ccc(C2=C/C(=C/c3ccccc3F)C(=O)O2)cc1	0.1	-4	-30	-0.2
COc1ccccc1/C(O)=C/C(=O)C(=O)Nc1sc2c(c1C#N)CCC2	0.6	22	32	-1.4
COc1ccc(OCc2cc(C(=O)N3CCCCC3CO)no2)c(Cl)c1 (centres undefined)	0.0	9	-42	1.4
COc1ccccc1NC(=O)CSc1nc2ccsc2c(=O)n1CCCC(=O)NCCc1ccccc1	0.1	-3	3	0.5
COc1cccc(C(=O)Nc2ccccc2C(=O)OCC(=O)c2ccc(F)cc2)c1	-0.2	-8	7	-0.4
COc1cc(OC)c(NC(=O)c2sc3ncn(CC(=O)N4CCN(c5ccccn5)CC4)c(=O)c3c2C)cc1Cl	-0.1	-2	10	-0.3
C#CCN(C)C(=O)c1cnc2scc(-c3ccc(OC)cc3)n2c1=O	0.3	14	-6	-0.1
COc1cc(C(C)=O)ccc1OCCCN1CCN(C)CC1	0.1	16	-11	-1.1

Screening data as filed in PubChem.
